Screening results: PubChem, several laboratories
LEDGF integ inh: blocks HIV-1 LEDGF/p75-dependent DNA integration; hit rate 0.64% among 370,000; TR-FRET IN-LEDGF/p75 DNA integration, Eu/Cy5; inhibition, % at 3.7 µM;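 active = inhibition above the screen-wide mean plus 3 SD, cut at about 13% in these data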;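 also: signal is the Cy5 over europium emission ratio at 671 and 618 nm; 0% = plate median of compound wells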
PG9 binder: small molecules binding HIV-1 gp120 antibody PG9; hit rate 0.43% among 360,000; TR-FRET gp120-PG9 antibody binding; AID 624416; inhibition, % at 6.7 µM; in the data active = inhibition above about 8.5%
SIAE inh: blocks human sialic acid acetylesterase; Q9HAT2; SIAE FP-Rh probe binding, fluorescence polarization; inhibition, % at 9.66 µM; hit rate 0.69% among 370,000; AID 1053197;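 active = inhibition above a cutoff: mean of compounds within the control limits plus 3 SD of those, cut at about 17% in these data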;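 also: 0% = plate median of compound wells and 100% = probe without SIAE protein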
Rev-erbA mod: modulates human Rev-erb alpha binding to DNA; Rev-erbα–FITC-DNA binding, fluorescence polarization, 90 min; hit rate 0.79% among 370,000; activity, % at 10 µM;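 active = activity above about 14%, limit read from the data; passing the limit was not always enough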;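 also: 0% = DMSO wells with 35 nM protein and 100% = DMSO wells with 750 nM protein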
Target sequence (P20393 whole entry, looked up): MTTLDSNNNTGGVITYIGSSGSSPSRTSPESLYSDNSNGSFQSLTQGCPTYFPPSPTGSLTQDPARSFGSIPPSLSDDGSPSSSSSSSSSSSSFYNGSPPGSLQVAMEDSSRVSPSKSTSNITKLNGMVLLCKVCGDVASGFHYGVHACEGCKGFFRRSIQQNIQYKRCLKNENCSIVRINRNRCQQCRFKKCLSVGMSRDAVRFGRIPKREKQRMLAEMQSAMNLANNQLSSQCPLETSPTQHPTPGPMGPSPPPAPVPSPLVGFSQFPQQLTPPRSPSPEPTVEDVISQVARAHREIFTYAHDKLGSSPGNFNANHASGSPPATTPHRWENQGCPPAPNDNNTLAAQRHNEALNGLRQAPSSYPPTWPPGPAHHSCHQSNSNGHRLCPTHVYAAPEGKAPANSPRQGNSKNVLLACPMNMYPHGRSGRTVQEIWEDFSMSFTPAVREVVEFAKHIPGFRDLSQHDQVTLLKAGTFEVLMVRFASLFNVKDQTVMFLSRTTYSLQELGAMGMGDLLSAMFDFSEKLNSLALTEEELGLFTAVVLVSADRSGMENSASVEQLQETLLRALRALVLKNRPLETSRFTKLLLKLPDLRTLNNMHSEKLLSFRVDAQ
rCAG binder: r(CAG) repeat RNA binding | hit rate 1.3% among 370,000 | AID 651821 | TO-PRO-1 dye displacement fluorescence | inhibition, % at 3 µM;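 active = inhibition above the plate cutoff, the mean of all test compounds on that plate plus 3 SD, cut at about 35% in these data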;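 also: 0% = DMSO alone and 100% = 100 µM mitoxantrone as full dye displacement; higher means more dye released from RNA so lower well fluorescence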
mABHD4 FP: inhibitors of mouse ABHD4. Q8VD66. purified mABHD4, FP-Rh probe fluorescence polarization. inhibition, % at 8.92 µM. hit rate 0.54% among 370,000. AID 720543;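 active = inhibition exceeding the mean over every tested compound plus 3 SD, cut at about 30% in these data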;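 also: 0% = plate median of compound wells and 100% = S159A mutant with DMSO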
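Doses – 8.92 µM, single dose · Material – wild-type mouse ABHD4 protein · Replication – single well per compound (singlicate) · Measure – percent inhibition of probe binding, normalized to plate controls · Schedule – 45 min compound pre-incubation plus 60 min probe step, 25 °C · Detection – fluorescence polarization with parallel and perpendicular emission, 525/598 nm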
TDP2 inh: blocks human TDP2 phosphodiesterase activity. O95551. inhibition, % at 12.8 µM. recombinant TDP2, T5PNP hydrolysis, p-nitrophenol absorbance 415 nm. hit rate 0.34% among 370,000;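 active = inhibition above the mean of all tested compounds plus 3 SD, set per campaign, cut at about 25% in these data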;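 also: 0% = DMSO with enzyme and 100% = buffer with substrate but no TDP2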
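Test system: Human TDP2 enzyme | Reagent: 5 mM T5PNP | Compound dosing: 12.8 µM single point, 1% DMSO | Incubation: Enzyme reaction with compound for 2 h at 37 °C | Technique: p-Nitrophenol epi absorbance | Read-out: % inhibition relative to enzyme-containing and enzyme-free wells | Benchmarks: High control without enzyme, low control DMSO plus TDP2 | Replicates: Singlicate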
HTRA1 inh: blocks human HTRA1 serine peptidase; Q92743; recombinant HTRA1, FP-rhodamine activity-based probe, fluorescence polarization; inhibition, % at 5.96 µM; hit rate 0.5% among 340,000; in the data active = inhibition above about 36%;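 also: 0% = enzyme with DMSO and 100% = wells lacking enzyme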
Target sequence (Q92743 whole entry, looked up): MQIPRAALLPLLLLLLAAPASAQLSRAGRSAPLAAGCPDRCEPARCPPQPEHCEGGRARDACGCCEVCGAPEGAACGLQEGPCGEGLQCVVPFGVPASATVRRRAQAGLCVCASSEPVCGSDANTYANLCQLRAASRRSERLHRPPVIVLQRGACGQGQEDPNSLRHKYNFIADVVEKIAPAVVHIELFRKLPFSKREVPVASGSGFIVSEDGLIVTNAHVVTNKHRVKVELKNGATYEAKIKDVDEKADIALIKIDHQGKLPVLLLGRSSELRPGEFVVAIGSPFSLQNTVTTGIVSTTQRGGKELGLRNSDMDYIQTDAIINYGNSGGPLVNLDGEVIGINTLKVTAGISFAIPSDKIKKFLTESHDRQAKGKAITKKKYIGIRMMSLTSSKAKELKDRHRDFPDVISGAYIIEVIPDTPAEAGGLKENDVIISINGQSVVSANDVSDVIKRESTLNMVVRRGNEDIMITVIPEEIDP
TCR-CD3 inh: blocks the human TCR-CD3 interaction | TAMRA-labeled TCR probe fluorescence, biochemical | inhibition, % at 9.4 µM | hit rate 0.37% among 360,000; in the data active = inhibition above about 19%;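 also: recombinant mutant TCR 2C K166C tagged with TAMRA read by polarization; 0% = receptor in buffer alone and 100% = receptor with positive control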
PRMT1 inh: inhibitors of human PRMT1; inhibition, % at 2.79 µM; AID 652257; recombinant PRMT1, activity-based probe fluorescence polarization; hit rate 1.3% among 370,000; Q99873;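 active = inhibition above about 21% made by adding two undisclosed values, limit read from the data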
The depositor's hits bear a star; . = no result given. These rows are one share of the data (hit frequency here may not be typical).

SMILES	LEDGF integ inh	PG9 binder	SIAE inh	Rev-erbA mod	rCAG binder	mABHD4 FP	TDP2 inh	HTRA1 inh	TCR-CD3 inh	PRMT1 inh
CCN(C[C@H]1N[C@@](Cc2ccccc2)(C(=O)OC)[C@H]2C(=O)N(C)C(=O)[C@@H]12)C(=O)Nc1ccccc1	3	1.2	0	-5	0	4	-2	6	10	0
CCS(=O)(=O)N1CCCC(C(=O)NCCCN(C)Cc2ccccc2)C1 (stereo not given)	0	1.3	-2	-1	-4	-1	3	-1	5	-4
CS(=O)(=O)c1ccc(Cl)c(NC(=O)CNC(=O)c2ccc3c(c2)OCO3)c1	7	-0.7	-6	-4	1	-2	-9	2	5	-3
C=CCN(Cc1cccc(OC)c1OC)S(=O)(=O)N(C)C	1	0.1	5	-5	0	-5	5	6	6	-2
CCO[C@@H]1OC(C(=O)O)=C[C@H](C)[C@H]1CCCO	0	2.1	3	-3	-3	6	4	16	-1	0
Cc1ccc2c(c1)N(CCC(=O)NCCCN1CCCC1)C(=O)C(C)O2 (stereo not given)	2	0.4	0	1	3	5	-6	-1	9	-3
O=C(COC(=O)C1CC2C=CC1C2)NCc1ccc(F)cc1 (stereo not given)	-9	1.2	-2	2	-5	-8	-3	-1	-6	2
COc1ccc(CN2C(=O)c3oc4ccccc4c(=O)c3C2c2ccc(O)c(OC)c2)cc1 (stereo not given)	-10	2.6	3	3	-3	-1	-15	5	-9	7
Clc1ccc(SCCCCn2cncn2)cc1	2	-1.0	-1	-1	-4	-2	-7	-1	9	1
CCn1cc(C2Nc3ccccc3C(=O)N2O)c(C)n1 (stereo not given)	-3	0.1	-2	-1	6	-2	-15	7	-8	5
CCn1c(SCc2nc(-c3ccc(Cl)cc3)no2)nnc1-c1ccco1	0	-0.7	3	3	-8	-1	8	-1	6	1
COc1ccc(C(=O)NCCS(=O)(=O)N2CCC3(CC2)OCCO3)cc1	1	-1.2	3	0	-1	2	19	6	4	-2
COc1ccc([N+](=O)[O-])cc1NC(=O)c1ccccc1N(C)S(C)(=O)=O	1	-0.7	-1	5	4	-2	-4	5	-4	-4
O=C(OCC(=O)N1CCCCC1)c1cc(S(=O)(=O)N2CCOCC2)c(Cl)cc1Cl	1	0.3	5	-2	-1	8	-1	3	-2	1
CCOC(=O)CSc1ncc(-c2cccc(Cl)c2)cn1	2	0.1	4	3	-4	-8	2	-5	-1	4
Cc1nnc(Sc2nc3c(c(=O)n(C)c(=O)n3C)n2Cc2ccc(Cl)cc2)s1	2	-2.2	-2	1	0	-11	-11	4	13	3
CCN(CC)c1ccc(/C=N/NC(=O)CNC(=O)c2ccccn2)cc1	-9	-5.3	-8	7	0	-4	-14	-1	-2	3
COc1ccc([C@H]2N[C@]3(CCCN(Cc4cccn4C)C3=O)[C@H]3C(=O)N(Cc4ccccc4)C(=O)[C@@H]23)cc1	-1	-2.5	-1	-4	12	3	4	-15	0	6
COc1cccc(OC)c1C(=O)OCC(=O)NCC1CCCCC1	1	-0.2	2	2	-2	13	-7	-5	2	0
O=C(NC1CCCCC1)C(=S)NCc1ccccc1	5	-0.7	5	-7	-6	-4	4	-1	3	-3

(list continues)
SMILES	LEDGF integ inh	PG9 binder	SIAE inh	Rev-erbA mod	rCAG binder	mABHD4 FP	TDP2 inh	HTRA1 inh	TCR-CD3 inh	PRMT1 inh
Cc1ccc(NC(=O)CSc2nnc(-c3cnccn3)n2Cc2ccco2)cc1	1	-0.4	1	4	-4	-2	-4	-5	2	4
CCSc1nnc(NC(=O)c2ccc3nc[nH]c3c2)s1	3	-1.0	-7	-1	4	-1	5	3	6	-3
O=C(NCCn1cccn1)C1CCC(=O)N(CCc2cccc(F)c2)C1 (stereo not given)	-2	-1.5	0	0	-5	5	-1	-4	-5	2
C/C=C(/C)C(=O)OC1Cc2c(ccc3ccc(=O)oc23)OC1(C)C (stereo not given)	6	1.1	-1	-2	-3	-7	-10	-9	1	-4
CN(C(=O)COC(=O)Cn1cnc2ccccc21)C1CCCCC1	0	0.4	-2	5	-1	-9	3	4	3	-2
COc1ccnc(CS(=O)c2nc3cc(C(O)(F)F)ccc3[nH]2)c1OC (stereo not given)	-5	-0.8	7	-4	3	6	5	3	1	14
NC(=O)N/N=C/CCc1ccccc1	-4	0.4	2	3	-1	-16	-3	1	5	4
COc1ccc(-n2nnnc2-c2cnc(N3CCCC3)nc2C(F)(F)F)cc1	2	-0.3	-6	-1	-8	-2	-4	-17	2	-3
COC(C(=O)Nc1ccc(C(N)=O)cc1)c1ccccc1 (stereo not given)	-1	-1.1	1	0	-2	5	-5	1	4	0
N#Cc1ccc2c(c1)nc1ccccn12	0	1.1	-3	4	0	6	0	3	3	-2
CC(NC(=O)NC1CCCCC1)C(c1cccs1)N1CCOCC1 (stereo not given)	5	0.6	0	4	2	4	3	4	9	-6
CNC(=S)Nc1ccc(Cc2ccncc2)cc1	-4	-2.0	0	5	-2	3	-6	4	0	-1
O=C(Cn1nnc(-c2cccs2)n1)NCc1cccs1	-3	0.3	1	5	-1	-4	14	-4	-6	1
N#Cc1cc2c(nc1SCC(O)CS(=O)(=O)Cc1ccccc1)CCCC2 (stereo not given)	4	-2.8	0	2	2	-19	2	-1	3	-2
CCCc1cc(N2CCOCC2)n2nc(C)c(-c3ccccc3)c2n1	-6	-1.0	-2	1	-2	2	-3	-8	1	1
CCOC(=O)C1(CCc2ccccc2)CCN(C(=O)c2cnc(C)cn2)CC1	1	-0.5	1	0	-9	2	2	-8	1	-6
COC(=O)c1c(O)cc(C(C)(C)C)n(-c2ccccc2)c1=O	1	0.1	15	-9	2	-5	-5	2	-4	-3
COc1ccc(Nc2nc(N)nc(CSCCO)n2)cc1	1	1.2	1	-3	-2	6	6	-1	-3	1
CCCCC(=O)NC(=S)Nc1cc([N+](=O)[O-])ccc1OC	0	-0.6	-7	-1	1	-4	1	1	3	-2
COc1ccc(N2CCCN(CC(=O)Nc3ccc(Cl)cc3)CC2)cc1	-1	.	12	-4	1	-1	2	.	.	10

Next part
SMILES	LEDGF integ inh	PG9 binder	SIAE inh	Rev-erbA mod	rCAG binder	mABHD4 FP	TDP2 inh	HTRA1 inh	TCR-CD3 inh	PRMT1 inh
CCOc1ccc(N=Cc2c(O)cc(C)oc2=O)cc1	3	0.4	5	-5	0	-1	-1	3	-7	4
CC(=O)Nc1ccc(S(=O)(=O)NC(CC(=O)O)c2ccc(OC(C)C)cc2)cc1 (stereo not given)	-3	3.9	2	-3	5	-4	6	-2	4	4
COc1ccc(-n2nc(C(=O)NCC(=O)Nc3cc(OC)c(OC)c(OC)c3)c3ccccc3c2=O)cc1OC	1	-1.6	-3	12	7	4	5	5	-3	-1
Cc1ccc(CN(C(=O)c2csnn2)C(C(=O)NC2CCCC2)c2ccc(C)o2)cc1 (stereo not given)	0	-0.1	-2	1	-4	-1	-3	0	-1	1
O=C(Cn1cc([N+](=O)[O-])ccc1=O)N1CCc2ccccc21	5	2.3	1	-4	8	-1	4	2	-3	6
COc1ccccc1-c1noc2c1C(=O)NCC2	-2	-0.4	-2	-2	3	0	-5	5	1	-4
CCCCc1cc(=O)oc2c(CN3CCN(C)CC3)c(O)ccc12	3	-0.2	0	-6	-9	2	-10	-2	-4	-3
CSCC(=O)N1CCC(CCC(=O)NC2CC2)CC1	-3	0.5	4	4	-1	-1	9	4	-5	0
COc1cc(C(C)=O)ccc1OCc1nnc(-c2ccccc2Br)o1	-7	1.5	2	4	0	0	2	-3	-3	2
CCn1c(SCC(=O)NCc2ccccc2)nc2c(c1=O)SC(C)C2 (stereo not given)	5	0.2	-4	-2	0	0	-1	-3	0	-8
COc1ccc(OC)c(C(=O)Nc2ccc3[nH]ccc3c2)c1	-3	-2.1	-4	0	5	1	17	-3	8	-1
COc1ccc(Cl)cc1-c1noc([C@@H]2O[C@H](CO)[C@@H](O)[C@H]2O)n1	1	2.4	0	-2	2	13	-8	.	8	3
CC(NC(=O)c1ccc(C(C)(C)C)cc1)C(c1cccs1)N1CCOCC1 (stereo not given)	-4	-1.0	-3	1	-8	3	16	-4	7	-1
Cc1[nH]c2ccc(F)cc2c1CCN(Cc1cccnc1)C(=S)NC(C)(C)C	1	-0.4	5	-3	-2	2	-2	-4	8	-4
Cc1ccc(S(=O)(=O)N2C[C@H]3N(C(=O)OC(C)C)N(C(=O)OC(C)C)C[C@H](OC(=O)NC4CCCC4)[C@@]3(O)C2)cc1	-4	-0.2	-7	3	0	8	-1	-8	3	2
COc1ccc(NC(=O)c2ccc(Br)o2)c([N+](=O)[O-])c1	-1	1.6	3	-1	0	-3	3	3	-3	-3
O=C(Nc1nc2ccccc2s1)c1ccc(Cl)s1	5	0.8	-3	-5	3	-11	-8	-13	-4	-5
Fc1ccc(C[n+]2csc3ccccc32)cc1	-2	1.4	3	-4	3	-9	8	6	0	74*
Cc1ccc(-c2csc(N=C(N)N)n2)cc1	-6	-0.5	7	3	3	14	2	2	4	3
C=CCOC(=O)C1=C(C)NC(=O)NC1c1ccc(Cl)cc1 (stereo not given)	3	-0.6	-3	-3	1	2	-1	0	-4	2

Three records drawn at random from the list so far, as already listed:
SMILES	LEDGF integ inh	PG9 binder	SIAE inh	Rev-erbA mod	rCAG binder	mABHD4 FP	TDP2 inh	HTRA1 inh	TCR-CD3 inh	PRMT1 inh
Cc1ccc(CN(C(=O)c2csnn2)C(C(=O)NC2CCCC2)c2ccc(C)o2)cc1 (stereo not given)	0	-0.1	-2	1	-4	-1	-3	0	-1	1
CCn1c(SCC(=O)NCc2ccccc2)nc2c(c1=O)SC(C)C2 (stereo not given)	5	0.2	-4	-2	0	0	-1	-3	0	-8
COc1ccccc1-c1noc2c1C(=O)NCC2	-2	-0.4	-2	-2	3	0	-5	5	1	-4

The list continues:
SMILES	LEDGF integ inh	PG9 binder	SIAE inh	Rev-erbA mod	rCAG binder	mABHD4 FP	TDP2 inh	HTRA1 inh	TCR-CD3 inh	PRMT1 inh
CC(=O)N1CCN(c2nnc(-c3ccc(C)cc3)c3ccccc23)CC1	-1	-0.2	-5	2	-6	2	5	-4	3	1
COc1ccc(C2CC(=O)OC3=C2C(=O)CC(C)(C)C3)c(OC)c1 (stereo not given)	-7	0.2	-3	-7	-4	-3	-8	5	1	1
CCN(CC)CC(O)Cn1c2ccccc2c2ccccc21 (stereo not given)	-1	-1.4	-7	3	3	-14	-22	-9	-6	-2
CC1CCN(C(=O)CSc2ccc(-c3ccc(F)cc3)nn2)CC1	-3	0.0	4	11	-5	-3	4	0	11	2
CCCNC(=O)C1(C)CCCN(C(=O)C(c2ccccc2)c2ccccc2)C1 (stereo not given)	-2	0.0	-2	8	-1	-2	10	.	1	1
Cc1cc(C)c(C(=O)OCc2csc(CC(=O)Nc3ccccc3C)n2)c(C)c1	5	-3.2	-2	6	-4	13	8	-28	1	2
COc1ccc(S(=O)(=O)N2CCN(C(=O)NCc3ccc(OC)c(OC)c3)CC2)cc1	-1	0.2	2	-5	-3	-5	2	1	-2	-5
COC(=O)c1c(C)[nH]c(C(=O)/C=C/c2ccccc2Cl)c1C	4	0.1	-4	0	0	-2	-6	-7	2	-4
